Bioassay records deposited in PubChem BioAssay by Sanford-Burnham Center for Chemical Genomics.
PfGluPho inh: PfG6PD (Plasmodium falciparum) enzyme inhibition | PfGluPho enzyme, NADPH resazurin-diaphorase fluorescence | inhibition, % at 20 µM | 350,000 compounds, 0.78% hits | AID 504690;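 active = inhibition reaching at least a set limit at 20 µM in the primary screen, cut at about 59% in these data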;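 also: 0% = DMSO wells with substrate and 100% = DMSO wells lacking glucose-6-phosphate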
hIAP act: human IAP activation; purified human IAP, CDP-Star luminescence, 30 min; active compounds read high; 1 = vehicle-only enzyme, 0 = enzyme-free background; 330,000 compounds, 0.16% hits; P09923; activation factor at 10 µM; AID 2524;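 active = activation factor of the enzyme at least 2-fold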; also: the source names both 10 and 20 µM as test concentration; values of inactives mirror those of a sister screen read the other way
SENP8 block: inhibitors of human SENP8 protease; inhibition, % at 20 µM; 360,000 compounds, 0.64% hits; recombinant SENP8, Nedd8 substrate fluorescence; AID 602440; in the data active = inhibition mostly above about 40%, no sharp cut-off; inactive = mostly below about 27%
SENP6 inh: SENP6 protease inhibition; Q9GZR1; Recombinant SENP6 catalytic domain, aminoluciferin luminescence; inhibition, % at 10 µM; 330,000 compounds, 1.8% hits; AID 2599;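 active = inhibition above about 50% at the single tested dose, limit read from the data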;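 also: plate controls were DMSO wells with enzyme for no effect and DMSO wells lacking enzyme for full effect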
Target sequence (Q9GZR1 628-1112 limits assumed): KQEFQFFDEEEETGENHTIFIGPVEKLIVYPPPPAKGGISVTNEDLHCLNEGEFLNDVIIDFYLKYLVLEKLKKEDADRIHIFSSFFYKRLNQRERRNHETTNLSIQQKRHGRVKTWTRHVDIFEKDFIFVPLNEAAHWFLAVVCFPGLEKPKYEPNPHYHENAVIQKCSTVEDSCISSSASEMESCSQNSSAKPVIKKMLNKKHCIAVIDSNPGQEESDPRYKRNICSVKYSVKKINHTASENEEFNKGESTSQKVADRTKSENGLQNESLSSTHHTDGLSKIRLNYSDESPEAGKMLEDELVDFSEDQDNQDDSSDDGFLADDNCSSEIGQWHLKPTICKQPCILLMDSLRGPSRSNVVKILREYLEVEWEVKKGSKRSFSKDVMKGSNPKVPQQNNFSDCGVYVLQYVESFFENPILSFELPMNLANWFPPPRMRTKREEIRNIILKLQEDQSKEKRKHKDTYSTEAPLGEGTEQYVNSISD
SENP1 inh: inhibitors of human SENP1 SUMO protease catalytic domain; Q9P0U3; recombinant SENP1 catalytic domain, CyPet-SUMO1-YPet FRET cleavage; inhibition, % at 10 µM; 360,000 compounds, 0.21% hits; AID 624204;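 active = inhibition at least 30% at 10 µM, raw YFP signal under a set limit, fluorescence ratio 0.5 to 1.5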;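 also: 0% = enzyme with DMSO and 100% = no enzyme wells; some results filed as inactive read as strong as hits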
Target sequence (Q9P0U3 419-644 limits assumed): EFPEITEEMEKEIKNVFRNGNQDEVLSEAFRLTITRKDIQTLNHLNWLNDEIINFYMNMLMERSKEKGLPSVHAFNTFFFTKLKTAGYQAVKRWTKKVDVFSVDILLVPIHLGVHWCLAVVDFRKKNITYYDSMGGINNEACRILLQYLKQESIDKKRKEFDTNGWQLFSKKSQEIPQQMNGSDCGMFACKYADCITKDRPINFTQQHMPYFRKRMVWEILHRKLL
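Assay system – human recombinant His6-tagged SENP1 catalytic domain enzyme · Input – SENP1 enzyme, 20 pM final · Buffer or medium – Tris pH 8 buffer plus EDTA, NaCl, BME, BSA, NP40, catalase · Schedule – 50 min reaction at room temperature · Technique – FRET read of cyan and yellow fluorescence · Control set – no-enzyme wells low, DMSO-plus-enzyme wells high control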
ATG4B inh: ATG4B (human) cysteine protease inhibition. AID 504462. 340,000 compounds, 0.51% hits. inhibition, % at 8.33 µM. ATG4B cleavage of LC3-PLA2, NBD-HPC fluorescence, 1 h. Q9Y4P1; in the data active = inhibition above about 40%
Target sequence (Q9Y4P1 whole entry, looked up): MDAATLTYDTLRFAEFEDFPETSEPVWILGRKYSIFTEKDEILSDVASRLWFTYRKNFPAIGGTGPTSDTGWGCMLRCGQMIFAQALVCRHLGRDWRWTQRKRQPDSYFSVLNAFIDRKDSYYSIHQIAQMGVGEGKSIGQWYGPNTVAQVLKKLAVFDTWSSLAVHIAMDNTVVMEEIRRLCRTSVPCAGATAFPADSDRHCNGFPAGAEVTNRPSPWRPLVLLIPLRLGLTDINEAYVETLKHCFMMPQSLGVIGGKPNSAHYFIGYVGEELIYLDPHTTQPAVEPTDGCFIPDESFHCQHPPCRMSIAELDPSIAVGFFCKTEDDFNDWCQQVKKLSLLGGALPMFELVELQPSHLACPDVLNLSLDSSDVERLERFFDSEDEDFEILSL
NR3A LBD binder: NR3A (human) ligand-binding domain modulation; 340,000 compounds, 2.5% hits; AID 1259313; NR3A LBD differential scanning fluorimetry, Tm shift; 0% = protein alone, 100% = glycine-bound protein; Tm shift relative to glycine control, % at 25 µM;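 active = melting temperature shift of at least 10% of the positive control shift, at one fixed dose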
MPTP block: inhibitors of mitochondrial permeability transition pore; isolated mouse mitochondria, Ca2+ swelling absorbance, 30 min; AID 602449; 360,000 compounds, 1.4% hits; inhibition, % at 10 µM;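 active = inhibition of 50% or more, scaled per plate between neutral and stimulator controls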;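 also: 0% = DMSO wells given calcium and 100% = 1 mM EGTA wells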
Numbers without * were called inactive; i = inactive; . = not tested or not shown.

ATG4B inh	SENP1 inh	SENP6 inh	MPTP block	PfGluPho inh	SENP8 block	NR3A LBD binder	hIAP act	SMILES
7	-1	-19	8.3	-14	-1	-1	1	CC(C)CNC(=O)/C=C/c1cccs1
7	1	-4	-0.6	13	-8	-1	0.79	COc1ccc(-c2csc(N3CCN(C(=O)c4ccco4)CC3)n2)cc1
-4	1	5	-0.1	4	14	-3	0.97	CC(C)Cc1nnc(NC(=O)CCNC(=O)c2ccco2)s1
-9	0	5	-3.1	1	2	17*	1.1	CC1(c2ccc3ccccc3c2)NC(=O)N(CC(=O)NCC(C)(C)N2CCOCC2)C1=O (configuration not stated)
-5	1	-1	-0.4	6	19	2	1.4	Cc1cc(C(=O)NCCCn2ccnc2)cs1
2	1	0	-0.5	-11	6	3	1.1	Cc1c(NC(=O)CN2CCN(c3cccc(Cl)c3)CC2)c(=O)n(-c2ccccc2)n1C
-8	-1	-4	-2.5	5	13	8	0.87	COc1ccc(N2CCN(C(=O)c3cn(C)c4ccc(S(=O)(=O)N5CCOCC5)cc4c3=O)CC2)cc1
-13	-1	-4	0.1	-21	-2	2	1.1	O=C(CC(c1ccccc1)c1cc(Cl)ccc1O)N1CCOCC1 (configuration not stated)
-4	-1	-10	0.7	-1	4	0	1	O=C(N[C@@H](Cc1ccc(O)cc1)C(=O)O)c1ccncc1
-4	-119	-17	1.4	17	-347	2	1.1	CCCc1cc(=O)oc2c(CN3CCN(C)CC3)c(O)c(Cl)cc12
-1	1	-8	0.5	-5	-10	0	0.94	COc1ccc2c(C)nc(N/C(N)=N/S(=O)(=O)c3ccc(C)cc3)nc2c1
-1	1	-10	-0.5	4	5	13*	0.86	CCC(C)Nc1nc(Cl)nc(NCCOc2ccccc2)n1 (configuration not stated)
-4	-9	-11	-0.6	0	-263	0	1	CC(C(=O)NC1CCCC1)N(Cc1ccco1)C(=O)c1snc(C(=O)NC2CCCC2)c1N (configuration not stated)
-16	3	-11	2.9	7	-3	-3	0.98	O=C(NC1CCCCC1)C(c1cccs1)N(C(=O)c1ccccn1)c1ccccc1 (configuration not stated)
-10	1	.	-1.2	2	6	0	.	O=C1NC(CCO)C(=O)NC1CCO (configuration not stated)
0	17	-12	0.9	7	-41	-10	1.1	COc1ccccc1NC(=O)C1=C(C)Nc2nc3ccccc3n2C1c1cccs1 (configuration not stated)
-1	3	-1	5.2	-3	21	-2	1.2	CCOC(=O)C1CCCN(Cc2ccc(OC)c(OCc3ccccc3)c2)C1 (configuration not stated)
-5	2	12	0.2	5	4	-2	1.8	CC(C)CC(=O)NNC(=S)NCc1ccco1
1	-2	5	0.0	15	11	-3	0.99	O=C(CCC(=O)N(CC(=O)NC1CCCCC1)c1ccc(F)cc1)Nc1nccs1
-1	-2	-6	4.7	12	-17	3	0.86	COc1ccc(C(=O)/C=C/c2ccc(OC3CSC3)cc2)cc1
-5	1	-9	-0.8	4	7	0	1.2	CCN1CCN(c2ccc(NC(=O)c3ccco3)cc2)CC1
0	0	7	1.4	2	13	3	0.95	CC(C)CCN(C(=O)c1csnn1)C(C(=O)NC1CCCCC1)c1ccc(F)cc1 (configuration not stated)
-14	-2	0	-1.1	1	6	1	1	COc1ccccc1CN1C(=O)[C@@H]2C(CCC(N)=O)NC3(C(=O)Nc4c3ccc(Cl)c4C)[C@@H]2C1=O (some centres not stated)
9	2	14	4.2	0	7	-5	0.97	CC1=CCC(C(=O)O)(C(=O)N/N=C/c2cccs2)C(c2ccc(Cl)cc2)C1 (configuration not stated)
-4	1	4	1.2	32	15	-7	0.98	CCOc1cc(N2CCOCC2)c(OCC)cc1NC(=O)c1ccc(OCc2c(C)noc2C)c(OC)c1
3	0	-13	-2.8	4	22	2	0.99	Cc1cccc(C)c1NC(=O)CSc1nnc(-c2ccco2)n1N
1	-4	-14	0.0	-5	-6	-3	1.1	Cc1cc(C(=O)COC(=O)C2=NN(c3ccccc3)C(=O)CC2)c(C)n1CC(F)(F)F
10	-6	-4	-2.4	11	8	0	1	CCc1ccc(C(=O)CN2C(=O)NC3(CCc4ccccc43)C2=O)cc1 (configuration not stated)
-2	-32	1	-0.5	-1	-17	-1	1.1	Cc1cc(C)c(NC(=O)c2ccc3nccnc3c2)c(C)c1
-12	2	-6	-0.9	-16	0	0	0.95	Cc1c(NC2(c3nnnn3-c3ccc(Br)cc3)CCCCC2)c(=O)n(-c2ccccc2)n1C

3 entries from above, with each value named.
SMILES: CCc1ccc(C(=O)CN2C(=O)NC3(CCc4ccccc43)C2=O)cc1 (configuration not stated)
  ATG4B inh: 10
  SENP1 inh: -6
  SENP6 inh: -4
  MPTP block: -2.4
  PfGluPho inh: 11
  SENP8 block: 8
  NR3A LBD binder: 0
  hIAP act: 1
SMILES: Cc1cc(C)c(NC(=O)c2ccc3nccnc3c2)c(C)c1
  ATG4B inh: -2
  SENP1 inh: -32
  SENP6 inh: 1
  MPTP block: -0.5
  PfGluPho inh: -1
  SENP8 block: -17
  NR3A LBD binder: -1
  hIAP act: 1.1
SMILES: Cc1c(NC2(c3nnnn3-c3ccc(Br)cc3)CCCCC2)c(=O)n(-c2ccccc2)n1C
  ATG4B inh: -12
  SENP1 inh: 2
  SENP6 inh: -6
  MPTP block: -0.9
  PfGluPho inh: -16
  SENP8 block: 0
  NR3A LBD binder: 0
  hIAP act: 0.95

Continued:
ATG4B inh	SENP1 inh	SENP6 inh	MPTP block	PfGluPho inh	SENP8 block	NR3A LBD binder	hIAP act	SMILES
-10	1	89*	4.1	1	16	3	0.96	C/C(=N\NC(=O)c1ccc2c(c1)OCCO2)c1ccccc1
-3	-1	-14	0.9	12	-10	0	1.2	COc1ccc(-c2[nH]ncc2CN2CCN(C(=O)c3cccs3)CC2)c(F)c1
-3	11	-8	1.6	-14	i	0	0.9	COc1cc2cc(CN(C(=O)NC3CCCCC3)C3CCCC3)c(=O)[nH]c2cc1OC
-1	1	-9	-0.3	7	10	3	0.98	O=C(NCCNC1CCCCC1)c1ccco1
6	-146	-18	-0.6	19	-297	-3	1.1	Cn1cc(/C=N\O)nc2c(=O)n(-c3ccccc3)c(=O)nc1-2
-12	2	-7	4.8	7	15	-1	1.2	Cc1ccc(S(=O)(=O)N2CCCC2C(=O)OCc2nc3sc(C)c(C)c3c(=O)[nH]2)cc1 (configuration not stated)
1	0	4	0.2	-5	11	3	0.91	O=C(Cn1nnc2ccccc2c1=O)N1CCCc2ccccc21
-4	2	0	-0.5	35	-266	-1	0.96	COC(=O)c1c(-c2ccsc2)sc2ccc(-c3cc(OC)c(OC)c(OC)c3)cc12
3	1	12	0.6	-6	11	-1	0.85	COc1ccc(S(=O)(=O)N(C)CC(=O)NCCC2=CCCCC2)cc1C
.	0	.	-0.8	-9	19	.	.	C[C@@H]1CN([C@@H](C)CO)C(=O)CCCn2nncc2CO[C@@H]1CN(C)C(=O)OCc1ccccc1
-1	1	25	-1.0	5	-87	1	1.1	COc1ccccc1/C=C/C(=O)Nc1cccnc1Cl
-6	0	-5	0.8	-3	15	-1	1.1	O=C(Cc1cccc(NC(=O)C2CCN(C(=O)C3CC3)CC2)c1)Nc1cccc(C(=O)N2CCCC2)c1
7	0	-12	-1.6	-10	20	-3	1	CCC(CC)c1nc(C#N)c(NC(C)c2ccccc2)o1 (configuration not stated)
3	1	-7	-0.1	-17	8	1	1.2	CC(C)Cc1nnc(NC(=O)CCC(=O)N2CCOCC2)s1
-2	-26	-4	-0.2	9	3	0	1	c1ccc2[nH]c(CN3CCCCCC3)nc2c1

Part of the list above, showing only PfGluPho inh:
Molecule	PfGluPho inh
O=C(NCCNC1CCCCC1)c1ccco1	7
Cn1cc(/C=N\O)nc2c(=O)n(-c3ccccc3)c(=O)nc1-2	19
Cc1ccc(S(=O)(=O)N2CCCC2C(=O)OCc2nc3sc(C)c(C)c3c(=O)[nH]2)cc1 (configuration not stated)	7
O=C(Cn1nnc2ccccc2c1=O)N1CCCc2ccccc21	-5
COC(=O)c1c(-c2ccsc2)sc2ccc(-c3cc(OC)c(OC)c(OC)c3)cc12	35
COc1ccc(S(=O)(=O)N(C)CC(=O)NCCC2=CCCCC2)cc1C	-6

The results go on.
ATG4B inh	SENP1 inh	SENP6 inh	MPTP block	PfGluPho inh	SENP8 block	NR3A LBD binder	hIAP act	SMILES
-14	2	-2	-0.7	13	0	-7	0.93	CN(C)C(CNC(=O)c1ccc(NC(=O)c2cccs2)cc1)c1ccccc1 (configuration not stated)
13	-9	-13	-2.3	16	14	2	1.2	O=C(c1ccccc1)c1sc(N2CCCCCC2)nc1-c1ccccc1
.	3	.	0.4	7	-16	.	.	O=C1NC(Cc2ccc(O)cc2)c2nc3ccc(Br)cc3c(=O)n2-c2ncccc21 (configuration not stated)
-4	0	3	0.7	-9	12	-2	0.95	Cc1nc(C)c(N)c(=O)[nH]1
-8	0	3	-1.6	3	22	0	0.97	COc1cccc(N2CCN(C3CCCC(C)C3)CC2)c1 (configuration not stated)
-2	1	-5	-0.1	-4	9	0	0.9	Cc1nnc2sc(SCC(=O)N3CCC(C)CC3)nn2c1=O
-1	-1	-16	0.4	7	-1	-1	1.1	COc1ccc(C(=O)NN2CCOCC2)cc1
10	1	-10	2.4	11	13	-3	1	Cc1ccccc1N1CCN(Cc2cc3c(cc2[N+](=O)[O-])OCO3)CC1
1	2	-8	-2.7	-6	4	-1	0.92	CCn1c(C2CC(=O)N(c3cc(C)cc(C)c3)C2)nc2ccccc21 (configuration not stated)
-3	2	-9	-6.4	-6	15	0	0.85	Cc1ccc2c(c1)[C@@H](O)C[C@@H](C)N2N=O
2	-1	-9	-1.0	-6	8	-1	0.84	COc1ccc(NC(=O)COc2ccccc2)c(OC)c1
2	1	11	-0.5	4	21	5	0.89	Cc1ccc(C#CC(C)(O)C(C)(C)C)cn1 (configuration not stated)
3	-4	-9	8.4	-15	9	7	1	C#CCOCCOCCOCCNc1nc(N2CCN(C(=O)[C@H](CC(N)=O)n3cc([C@@H](N)CC(N)=O)nn3)CC2)nc(N2CCN(C(=O)[C@H](CC(N)=O)n3cc([C@@H](N)CC(N)=O)nn3)CC2)n1
-13	9	5	0.1	19	-8	-6	1.3	COc1cccc(CN2CC(C(=O)NCc3cccc(N4CCCC4)c3)CCC2=O)c1 (configuration not stated)
-2	0	4	0.9	-7	19	-2	1.2	CCOC(=O)n1c(=O)oc2ccc(Cl)cc21
5	-1	-3	-1.2	-13	12	1	0.99	CC(OC(=O)CNS(=O)(=O)c1ccc(C#N)cc1)C(=O)Nc1ccc(Cl)cn1 (configuration not stated)
-4	32	6	-3.4	20	-4	1	0.9	Cc1ccc(CSCC2Nc3ccc(C(=O)N4CCN(c5ccc(F)cc5)CC4)cc3NC2=O)cc1 (configuration not stated)
-1	2	-27	0.6	-4	-176	-2	0.92	CCOC(=O)c1ccccc1NC(=O)/C=C/C(=O)O
-7	1	0	4.6	5	15	-4	0.87	O=C(COC(=O)c1cccc(S(=O)(=O)N2CCOCC2)c1)Nc1nc(-c2ccccc2Cl)cs1
-10	-2	0	-0.5	-2	3	2	1	O=C(NCc1ccco1)C(c1ccccc1)N(C(=O)Cc1cccs1)c1ccccc1F (configuration not stated)
2	-1	-7	-0.8	5	2	0	0.95	COc1ccc(C(=O)NCC(=O)NCC(=O)OCC(=O)c2ccc(Br)cc2)cc1
-2	0	-23	40	24	-45	21*	0.86	COc1ccc(-c2cc(C(=O)Nc3ccccc3O)c3ccccc3n2)cc1
3	-5	7	-0.6	0	-8	-3	1	CCCCN(C(=O)CC1CCCC1)c1c(N)n(CCC)c(=O)[nH]c1=O
-2	1	3	-1.3	4	5	0	1	CCC(CC)NC(=O)c1cccc(Br)c1
-2	1	11	-3.0	3	11	-1	1.1	N#CCCN(C(=O)CSc1nc(-c2ccccc2)cn1N)c1ccc(F)cc1
-2	0	-27	0.1	15	14	2	0.97	Cc1ccc(C(=O)OCC(=O)c2cc(C)n(CC3CCCO3)c2C)cc1 (configuration not stated)
0	0	-9	-0.6	-9	6	-3	0.89	Cc1ccc(C(=O)CSc2nnc(C(C)C)n2C)cc1C
